Source: PubChem (National Center for Advancing Translational Sciences (NCATS))
LMNA splice mod: modulators of lamin A splicing | HeLa LMNA splicing GFP/RFP minigene ratio, 48 h | Potency, µM (highest dose often 46.1 µM), inactives show top-dose ratio change, negative = inhibition, usual class: inhibitors | 0.01% of 200,000 active | AID 1487; active = well fitted inhibition curve with a large enough effect in the signal ratio, with a control signal flat, not every such curve was filed as active; inconclusive = small, poorly fitted or top-dose-only effect, or effect the other way, or a change in a side signal; the % refers to the signal ratio; also: % is scaled to controls: 0 for no effect and ±100 for the full control effect
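S3 HeLa stable clones carrying a lamin A-EGFP splicing minigene plus DsRed2 were seeded at 600 cells/well in Opti-MEM with 2% FBS, pin-dosed and incubated 48 h at 37°C. Acumen cytometry (488 nm) gave the GFP/RFP total-intensity ratio.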
RGS12 GoLoco inh: inhibitors of human Gai1-RGS12 GoLoco interaction (red fluorophore) | AID 880 | 0.44% of 230,000 active | Gai1:RGS12 GoLoco peptide FP, rhodamine, 10 min | P63096 | Potency, µM (doses to about 61.6 µM), without a hit: at the top dose activity, negative = inhibition, usual class: inhibitors; active = well fitted inhibition curve with a large enough effect, not every such curve was filed as active; inactive = no such curve, though single readings can be large or run the other way; also: % is scaled to controls: 0 for no effect and ±100 for the full control effect; nearly all actives have a fitted effect of over 30% in size; many of its hits are not listed in these tables
TRb-SRC2 inh: TRbeta-SRC2 interaction inhibition; P10828; TRbeta-SRC2 peptide binding, fluorescence polarization; receptor liganded with 1 µM T3; Potency, µM (series often up to 106 µM), inactives show top-dose activity change, negative = inhibition, usual class: inhibitors; 0.065% of 280,000 active; AID 1469;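 also: plate controls were bound peptide for no effect and peptide without receptor for full effect; nearly all actives have a fitted effect of over 50% in size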
Target sequence (P10828 whole entry, looked up): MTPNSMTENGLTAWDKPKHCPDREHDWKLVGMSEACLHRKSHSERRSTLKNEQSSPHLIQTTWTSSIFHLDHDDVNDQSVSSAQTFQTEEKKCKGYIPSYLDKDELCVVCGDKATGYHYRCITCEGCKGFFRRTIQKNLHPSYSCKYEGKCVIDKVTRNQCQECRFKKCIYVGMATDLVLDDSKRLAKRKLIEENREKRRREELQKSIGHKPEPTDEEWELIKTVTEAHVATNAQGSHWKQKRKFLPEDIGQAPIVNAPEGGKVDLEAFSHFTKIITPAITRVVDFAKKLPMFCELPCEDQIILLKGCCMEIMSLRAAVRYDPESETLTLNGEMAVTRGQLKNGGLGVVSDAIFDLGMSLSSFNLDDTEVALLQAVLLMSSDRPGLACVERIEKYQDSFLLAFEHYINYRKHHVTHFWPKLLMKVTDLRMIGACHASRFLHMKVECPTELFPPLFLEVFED
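Compounds were added to 0.6 uM TRb ligand-binding domain and 20 nM Texas Red-labeled SRC2 peptide in Tris buffer containing 1 uM T3, incubated 5 hr at ambient temperature, then read by fluorescence polarization.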
SMN2 splice enh: increases expression of the SMN2 splice variant. HEK293 SMN2-luciferase splicing reporter, luminescence, 30-36 h. Potency, µM (series often up to 46.1 µM), for inactives: top-dose activity change, positive = activation, most hits filed as activators. AID 1458. 2.8% of 210,000 active; also: % of control where 0% means no effect; nearly all actives have a fitted effect of over 55% in size
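HEK293 cells carry an SMN2 minigene-luciferase reporter in which exon 7 inclusion puts luciferase in frame. Cells were seeded at 2000 cells/well, attached for 10-12 hours, then exposed to compounds for 30-36 hours at 37C before ONE-Glo luminescence.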
ALDH1A1 inh: inhibitors of human aldehyde dehydrogenase 1A1 | P00352 | Purified ALDH1A1, NADH fluorescence, propionaldehyde substrate | Potency, µM (highest dose often 75.3 µM), inactives show at the top dose activity, negative = inhibition, actives largely listed as inhibitors | 7.3% of 220,000 active; active = well fitted inhibition curve with a large enough effect, not every such curve was filed as active; inconclusive = small, poorly fitted or top-dose-only effect, or another doubt; inactive = no such curve, though single readings can be large or run the other way;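 also: plate controls were no enzyme wells and a reference inhibitor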
Target sequence (P00352 whole entry, looked up): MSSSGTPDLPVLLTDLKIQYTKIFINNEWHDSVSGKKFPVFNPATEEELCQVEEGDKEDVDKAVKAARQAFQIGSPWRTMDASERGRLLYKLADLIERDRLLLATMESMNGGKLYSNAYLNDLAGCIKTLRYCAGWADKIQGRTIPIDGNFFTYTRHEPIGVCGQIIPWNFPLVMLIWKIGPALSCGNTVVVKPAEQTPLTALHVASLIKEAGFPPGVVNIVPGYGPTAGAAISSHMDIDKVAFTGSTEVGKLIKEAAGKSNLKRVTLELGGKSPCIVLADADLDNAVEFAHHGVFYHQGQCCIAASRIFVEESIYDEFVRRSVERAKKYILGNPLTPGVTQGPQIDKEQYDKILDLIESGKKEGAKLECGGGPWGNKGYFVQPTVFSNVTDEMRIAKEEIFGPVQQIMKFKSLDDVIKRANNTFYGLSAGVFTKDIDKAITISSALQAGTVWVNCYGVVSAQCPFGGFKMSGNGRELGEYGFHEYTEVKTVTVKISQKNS
JMJD2E inh: JMJD2E (human) inhibition | 1.6% of 230,000 active | JMJD2E catalytic domain, FDH-coupled NADH fluorescence (FDH is formaldehyde dehydrogenase) | AID 2147 | Potency, µM (highest dose often 57.1 µM), for inactives: at the highest dose activity change, negative = inhibition, most hits filed as inhibitors | B2RXH2; active = well fitted inhibition curve with a large enough effect, not every such curve was filed as active; inconclusive = small, poorly fitted or top-dose-only effect, or another doubt; inactive = no such curve, though single readings can be large or run the other way;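 also: 0% = wells with enzyme and -100% = buffer wells without enzyme; nearly all actives have a fitted effect of over 50% in size; many of its hits are not listed in these tables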
TR SRC2 fluor cs: Texas Red fluorescence interference in TRb-SRC2 counter-screen; AID 1479; Potency, µM (doses to about 106 µM), inactives show at the highest dose fluorescence change, negative = quenching; 0.29% of 280,000 active; TRb/SRC2 Texas Red total fluorescence interference; active = well fitted curve in either direction with a large enough effect; inconclusive = small, poorly fitted or top-dose-only effect; also: % is scaled to controls: 0 for no effect and ±100 for the full control effect
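Human TRβ ligand-binding domain (0.6 uM) and Texas Red SRC2 peptide (20 nM) in Tris buffer with 1 uM T3 and 5% DMSO were incubated with pinned compound for 5 hr at ambient temperature. Total fluorescence was computed as S + 2P (555/632 nm).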
RECQ1 helicase: RECQ1 (human) helicase inhibition; RECQ1 DNA unwinding, red fluorescence kinetic read; Potency, µM (titrated, usually from 57.3 µM), for the others: top-dose activity, negative = inhibition, usual class: inhibitors; 0.54% of 240,000 active;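 also: plate controls were vehicle for no effect and no enzyme for full effect; nearly all actives have a fitted effect of over 30% in size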
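RECQ1T1 50 nM; forked duplex (20 bp + 30-nt ss tails) 200 nM, ATP 2 mM final; pH 8.0, 2 mM MgCl2, 2.5 ug/ml poly(dI-dC); 15 min compound preincubation; discontinuous kinetic read over 2 h at RT.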
* hit, by the source's call; i = inactive; u = inconclusive; x = no result given; & = joins results of further samples; [ ] = dose if it differs, or a comment. Unless noted, calls follow the shape of the dose curve; as a rule, active = well fitted curve in the direction sought with a large enough effect; inconclusive = small, poorly fitted or top-dose-only effect, or another doubt; inactive = no such curve, though single readings can be large; an effect the other way counts as inactive or inconclusive. Potency is read from the fitted curve at half-maximal effect. This is a subset, so the mix of outcomes need not match the whole.

SMILES	LMNA splice mod	RGS12 GoLoco inh	TRb-SRC2 inh	SMN2 splice enh	ALDH1A1 inh	JMJD2E inh	TR SRC2 fluor cs	RECQ1 helicase
CCOC(=O)NC(Nc1nnc(C)s1)(C(=O)OCC)C(F)(F)F (stereo not given)	-3%	-3%	4%	-12%	9%	4%	-6%	-5%
CCc1nc2ccccc2n1CCC(C)C	6%	11%	0%	-12%	3%	3%	1%	i
O=C(CSc1nc(-c2ccccc2)c(-c2ccccc2)[nH]1)NCCN1C(=O)CSC1=O	u	x	-3%	x	-8%	-16%	3%	i
CCC(=O)N(NC1=NS(=O)(=O)c2ccccc21)S(=O)(=O)c1ccc(C)cc1	u	10%	-2%	x	3%	3%	-2%	-3%
CCNC(=S)NS(=O)(=O)c1ccc(CC)cc1	5%	-6%	2%	-19%	u	-2%	3%	16%
COc1ccc(Nc2nc(N)nc(CSC(=S)N3CCOCC3)n2)cc1	-4%[46 µM]	6%	-2%	u	-8%	7%	1%	15%
CCCSc1nsc(SCCC)c1C(N)=O	-11%	3%	0%	-3%	1%	-8%	-5%	-7%
Cc1ccccc1Cn1c(CN2CCN(C(=O)c3ccco3)CC2)nc2c1c(=O)n(C)c(=O)n2C	-9%	-11%	2%	8%	u	0%	0%	i
O=C(Cn1cc(C(F)(F)F)ccc1=O)Nc1ccccc1	x	1%	1%	x	x	4%	-2%	-2%
COc1ccc(C2/C=C\CN(CC3CC3)CC(=O)N2Cc2ccc(F)cc2)cc1 (stereo not given)	x	-7%	-1%	x	x	3%	1%	i
CCOC(=O)C1C(=O)C(C(=O)OCC)C(c2cccnc2)NC1c1cccnc1 (stereo not given)	-1%	-4%	-7%	3%	u	u	1%	i
CN1CCN(c2ncc3ncc(=O)n(-c4ccccc4)c3n2)CC1	7%	-1%	x	x	u	x	x	i
CCN(CC(=O)Nc1ccc(C(C)=O)cc1)CC(=O)Nc1ccccc1C(F)(F)F	x	-5%	-6%	x	10µM*	-7%	-4%	-2%
O=C(NCc1cccc(C(F)(F)F)c1)c1cc(Cl)cc(Cl)c1	-2%	-3%	10%	-3%	9%	0%	0%	-3%
N#CCCN(Cc1cccnc1)C(=S)NC(=O)c1ccc(S(=O)(=O)N2CCCC2)cc1	-18%[46 µM]	-13%	2%	-2%	14µM*	-10%	1%	-15%
COc1ccc(C(=O)NCc2ccccc2OC)cc1	-12%	5%	-3%	3%	-1%	4%	-3%	2%
CC(C)(C)C(=O)Nc1ccc2c(c1)OCCOCCOc1cc(NC(=O)C(C)(C)C)ccc1OCCOCCO2	3%[46 µM]	10%	8%	-12%	10%	16%	-2%	4%
COC(=O)CN1C(=S)N(c2ccc(Cl)cc2)C(=O)C1CC(=O)Nc1ccc(Cl)cc1 (stereo not given)	u	20%	1%	7%	-5%	u	3%	-8%
Cc1cc(Cl)ccc1Oc1cccc(C(=O)/C(C#N)=C/N(C)C)c1	12%	8%	3%	-12%	3%	8%	2%	i
Cc1ccc(-c2cc(C(=O)NC3=NCCS3)c3cc(Br)ccc3n2)o1	u	60%[activator]	-17%	5%	0.11µM*	8.9µM*	-14%	-26%
COc1ccc(-n2nnc3c(=O)n(CC(=O)OCc4ccccc4)cnc32)cc1	2%	-6%	1%	-3%	-3%	3%	-2%	-3%
c1ccc(Oc2ccc3ccccc3n2)cc1	1%[46 µM]	-28%	2%	-5%	10%	-5%	-2%	i
COCC(C)N=C1NN=C(c2cc(C)n(Cc3ccccc3Cl)c2C)CS1 (stereo not given)	u	11%	-10%	-16%	u	u	-1%	-10%
CCCCN(C)CCC(=O)Nc1ccc(Cl)cc1	9%	-5%	2%	17%	6%	0%	0%	6%
COC(=O)COc1ccc(S(=O)(=O)NC2CCCCCC2)cc1	6%	5%	2%	-2%	-6%	3%	3%	i
COC(=O)Nc1ccc(S(=O)(=O)Nc2ccc(O)cc2)cc1	u	5%	-4%	-36%[inhibitor]	3%	3%	-2%	-2%
CCOCCOC(=O)CCSc1n[nH]c(=O)[nH]c1=O	-3%	1%	-2%	0%	-2%	1%	0%	-1%
Cc1cccc2cc(C#N)c(NCCNS(=O)(=O)c3ccccc3)nc12	x	5%	6%	-10%	-3%	u	-2%	i
COC(=O)NCc1ccc(S(=O)(=O)N2CCOCC2)cc1	-6%	-6%	4%	-12%	-8%	-5%	0%	i
O=[N+]([O-])c1cc(S(=O)(=O)Nc2cccc(C(F)(F)F)c2)ccc1-n1nnc2ccccc21	u	-16%	-8%	-23%	u	5%	-2%	-27%
CNC(=S)Nc1ccc2nc(C)oc2c1	13%[46 µM]	6%	-7%	0%	u	6%	-4%	i
CN(Cc1cn(C)nc1-c1cccc(Cl)c1)CC1CCCCO1 (stereo not given)	x	1%	2%	x	5%	-2%	-2%	-8%
CCOP(=O)(c1ccccc1)C1(C#N)CCCC1 (stereo not given)	-4%	3%	-15%	5%	11%	2%	-1%	-2%
COc1cc(/C=N/Nc2ccc(C(F)(F)F)cn2)cc(OC)c1O	x	-6%	4%	20%	10%	-8%	1%	-6%
CNC(=O)CN1C(=O)C2C3C=CC(C3)C2C1=O (stereo not given)	-14%	13%	-18%	-1%	4%	-13%	0%	3%
CC1=C(/C=C/C(C)=C/C=C/C(C)=C\C=O)C(C)(C)CCC1	x	-9%	5%	0%	u	x	0%	-3%
COc1ccccc1NC(=S)N(CCN1CCCCCC1)Cc1cccs1	x	8%	0%	9%	-1%	-4%	-3%	i
Cc1nccn1CCCNC(=O)CC1C(=O)NCCN1Cc1ccccc1C(F)(F)F (stereo not given)	x	-5%	0%	x	x	-23%	2%	-19%
CN(CCOc1ccc(C[C@H](Nc2ccccc2C(=O)c2ccccc2)C(=O)O)cc1)c1ccccn1	u	1%&2%	8%	13%	6%&-11%	-12%&1%	-3%	-8%
COc1ccc(OC)c2sc(NC(=O)C3CC3)nc12	u	16%	3%	-22%	u	-5%	-2%	-9%
CSCC[C@H](NC(=O)Nc1cccc(C(F)(F)F)c1)C(=O)O	3%	6%	9%	u	4%	4%	0%	5%
O=C1OC(Oc2ccccc2)(c2ccccc2)c2ccccc21 (stereo not given)	16%	-7%	1%	-10%	15%	5%	-1%	-5%
CC1(C)Oc2ccc3ccc(=O)oc3c2C(/C=N/O)C1=O (stereo not given)	6%	-5%	-6%	30%	u	8%	-2%	3%
CCOC(=O)C1C2C=CC3(CN(Cc4cccs4)C(=O)C13)O2 (stereo not given)	8%	2%	0%	u	7%	4%	-2%	-7%
CCN(CC)S(=O)(=O)c1cc([N+](=O)[O-])ccc1N=Nc1c(O)n(C)c2ccccc12	-6%	10%	-1%	-2%	6%	15%	0%	-10%
O=Cc1c(Cl)cccc1Cl	x	-16%	-10%&-4%	-10%	14µM*	x	3%&2%	-7%&-3%
O=C(OCc1cc(Cl)ccc1OC(F)F)c1cccnc1	u	4%	5%	7%	2%	14%	4%	i
COc1ccc(C(=O)Nc2cc(C(C)=O)c(/C=C/N(C)C)oc2=O)cc1	-5%	-1%	1%	-5%	-2%	7%	-6%	-19%
CC(=O)n1cc(/C=C2/N=C(c3ccccc3)OC2=O)c2ccccc21	-11%	15%	3%	-2%	-3%	-5%	-4%	-1%
COc1cccc(/C=C/C(=O)NCc2cn3cc(Cl)ccc3n2)c1	u	10%	-1%	-6%	u	u	-2%	i

Part of the list above, with bars between the fields:
SMILES | LMNA splice mod | RGS12 GoLoco inh | TRb-SRC2 inh | SMN2 splice enh | ALDH1A1 inh | JMJD2E inh | TR SRC2 fluor cs | RECQ1 helicase
COc1ccc(C(=O)Nc2cc(C(C)=O)c(/C=C/N(C)C)oc2=O)cc1 | -5% | -1% | 1% | -5% | -2% | 7% | -6% | -19%
O=Cc1c(Cl)cccc1Cl | x | -16% | -10%&-4% | -10% | 14µM* | x | 3%&2% | -7%&-3%

Going on with the list:
SMILES	LMNA splice mod	RGS12 GoLoco inh	TRb-SRC2 inh	SMN2 splice enh	ALDH1A1 inh	JMJD2E inh	TR SRC2 fluor cs	RECQ1 helicase
CCN1C(=O)C(CC(=O)NC2CCCCC2)N(CC)C1=O (stereo not given)	-10%	11%	-8%	-16%	9%	4%	-3%	-3%
Cc1nn(-c2ccccc2)c2sc(C(=O)N(CC(=O)NC3CCCC3)Cc3ccco3)cc12	-12%	4%	-9%	6%	u	u	0%	10%
CCOC(=O)NNC(=O)NCCCCCCNC(=O)NNC(=O)OCC	x	2%	-2%	x	x	5%	-5%	-4%
CC(C)N1C(=O)S/C(=C/c2ccccc2OCc2ccc(C(=O)O)cc2)C1=O	11%[46 µM]	12%	-1%	6%	u	-3%	-3%	-6%
CNC(=S)NNC(=O)c1oc2nc(-c3ccccc3)cc(-c3ccco3)c2c1N	x	1%	-3%	x	x	u	-3%	-5%
O=C(CCSc1nc(-c2ccc3c(c2)OCO3)cc(C(F)(F)F)n1)NCc1ccco1	12%	4%	-7%	-33%[inhibitor]	u	u	1%	-3%
Cc1sc2nc(CSc3ccccc3)nc(N3CCC(C(N)=O)CC3)c2c1C	x	1%	6%	11%	-15%	-14%	-2%	i
COc1ccc(OC)c(-c2nnc(SCC(=O)N3CCOCC3)o2)c1	-7%	-12%	-1%	-7%	-5%	-8%	2%	7%
O=C(O)CCC(=O)NNc1ncnc2ccccc12	11%[46 µM]	0%	2%	8%	-3%	u	2%	i
COc1ccc(NC(=O)C2c3cc(OC)c(OC)cc3C(=O)N(C)C2c2cccnc2)cc1OC (stereo not given)	-10%	2%	6%	-18%	-2%	9%	-1%	i
S=C(NCC1CCCO1)Nc1cccc(Cl)c1 (stereo not given)	u	6%	-6%	22%	-4%	6%	1%	i
C=CC[n+]1c(-c2ccc(OCC)cc2)csc1NNC(=O)Nc1ccccc1	u	-5%	2%	-60%[inhibitor]	u	-11%	-1%	-4%
O=C(Cc1cccs1)N1CCN(c2cccc(Cl)c2)CC1	19%[46 µM]	4%	-2%	x	6%	u	-2%	-14%
COc1cc(C(c2c(C)[nH][nH]c2=O)c2c(C)[nH][nH]c2=O)ccc1OC(C)C	-2%	-2%	5%	u	14µM*	-11%	7%	0%
